High-throughput results (PubChem)
DENV2 CPE = protects cells from dengue virus 2 cytopathic effect. AID 651640. hit rate 1.7% among 350,000. DENV2-infected cells, cytopathic effect rescue, plate reader. CPE inhibition, % at 9.99 µM; in the data active = CPE inhibition above about 20%, passing the limit was not always enough; inconclusive = no clear call, values can overlap the other calls; tested in BHK-21 cells;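 also: 0% = median of neutral control wells and 100% = median of positive control wells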
CFTR F508del cor = CFTR F508del correction in bronchial cells; CFBE cells, YFP halide quenching; stimulated with forskolin plus potentiator P3; % fluorescence drop versus neutral controls; activity (quench increase), % at 7.58 µM; hit rate 0.36% among 350,000; AID 720511;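 active = mean added fluorescence quench of at least 8% versus neutral control, with both replicates also reaching 8%; inconclusive = only one of the mean or replicate conditions met; inactive = mean below 8% and not both replicates reaching 8%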;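 also: cells transiently co-express mutant CFTR-F508del with the halide-sensitive YFP; corrector assay measuring rescue of mutant channel to the surface after 24 h compound exposure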
ERp5 block = inhibitors of human ERp5. Q15084. ERp5 insulin aggregation, absorbance 650 nm, 90 min. inhibition, % at 9.99 µM. hit rate 0.05% among 350,000. AID 651711;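 active = mean replicate inhibition above about 25%, with every replicate also reaching it, limit read from the data, passing the limit was not always enough; inconclusive = only one of those two criteria met; inactive = neither criterion met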
Target sequence (Q15084 whole entry, looked up): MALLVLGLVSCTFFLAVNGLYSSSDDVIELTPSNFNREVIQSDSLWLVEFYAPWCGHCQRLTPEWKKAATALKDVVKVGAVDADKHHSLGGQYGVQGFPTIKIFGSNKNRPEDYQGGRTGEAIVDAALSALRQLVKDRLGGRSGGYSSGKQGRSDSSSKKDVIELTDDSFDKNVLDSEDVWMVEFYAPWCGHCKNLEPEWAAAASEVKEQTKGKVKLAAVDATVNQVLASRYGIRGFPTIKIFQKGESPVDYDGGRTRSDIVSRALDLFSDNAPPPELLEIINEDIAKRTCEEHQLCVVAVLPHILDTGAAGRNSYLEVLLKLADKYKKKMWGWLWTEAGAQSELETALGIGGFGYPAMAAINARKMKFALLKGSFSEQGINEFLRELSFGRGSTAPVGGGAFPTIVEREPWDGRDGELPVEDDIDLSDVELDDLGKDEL
SIRT5 block = inhibitors of human sirtuin-5 desuccinylase | inhibition, % at 15 µM | Q9NXA8 | AID 652115 | Purified SirT5, succinyl-peptide AMC, trypsin-coupled fluorescence | hit rate 1.1% among 330,000; in the data active = inhibition above about 15%; inconclusive = no clear call, values can overlap the other calls
Target sequence (Q9NXA8 whole entry, looked up): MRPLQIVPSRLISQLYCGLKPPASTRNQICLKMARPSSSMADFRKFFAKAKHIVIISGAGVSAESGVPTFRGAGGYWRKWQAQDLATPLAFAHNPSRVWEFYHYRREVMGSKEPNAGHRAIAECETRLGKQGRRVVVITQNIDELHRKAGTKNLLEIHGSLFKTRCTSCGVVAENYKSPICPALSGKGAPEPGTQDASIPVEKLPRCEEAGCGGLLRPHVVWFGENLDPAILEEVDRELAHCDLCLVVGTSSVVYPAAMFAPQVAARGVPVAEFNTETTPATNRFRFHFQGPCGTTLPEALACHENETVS
miR-122 sensor = blocks miR-122 activity in Huh7 sensor cells; AID 602342; hit rate 0.3% among 340,000; Huh7 miR-122 Renilla luciferase sensor, 48 h; neutral wells = 0, positive control = 100; activation (reporter increase), % at 12.5 µM;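 active = mean replicate activation score at least 90 and every replicate individually at or above 90; inconclusive = only one of the two criteria met; inactive = neither criterion met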;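 also: higher luciferase means less miR-122 activity so hits act as miR-122 inhibitors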
Casp6 inh = blocks human caspase-6 cleavage activity; P55212; hit rate 0.53% among 350,000; inhibition, % at 12.5 µM; purified caspase-6, Z-VEID-R110 cleavage fluorescence; AID 686996;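 active = mean inhibition across replicates at least about 35%, with every replicate also reaching that limit, limit read from the data; inconclusive = only one of the two criteria met; inactive = neither criterion met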;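 also: 0% = median of neutral control wells and 100% = no fluorescence left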
Target sequence (P55212 24-179 limits assumed): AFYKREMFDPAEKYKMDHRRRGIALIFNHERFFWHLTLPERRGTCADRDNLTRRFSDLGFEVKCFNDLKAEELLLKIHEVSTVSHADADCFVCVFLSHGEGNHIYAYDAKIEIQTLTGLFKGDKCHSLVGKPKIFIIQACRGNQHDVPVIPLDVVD
Target sequence (P55212 194-293 limits assumed): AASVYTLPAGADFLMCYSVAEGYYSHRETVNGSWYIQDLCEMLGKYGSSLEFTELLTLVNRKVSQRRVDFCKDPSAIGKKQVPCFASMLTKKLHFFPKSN
ERAP1 HTS inh = blocks human ERAP1 aminopeptidase activity. recombinant ERAP1, Leu-AMC fluorescence, 60 min. inhibition, % at 10.7 µM. hit rate 0.15% among 340,000. AID 652197;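 active = mean replicate inhibition of at least 30%, or all replicates individually reaching that 30% level; inactive = mean below 30% and not every replicate reaching it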;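 also: 0% = neutral control wells and 100% = L-leucinethiol positive control wells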
The depositor's hits bear a star; ? = inconclusive; / = no result given; [ ] = remark or other dose. An unsorted share of the library; any-hit rate near 4%.

SMILES	DENV2 CPE	CFTR F508del cor	ERp5 block	SIRT5 block	miR-122 sensor	Casp6 inh	ERAP1 HTS inh
Cc1ccc(-n2nc3c(=O)n(CCCC(=O)N4CCCCC4)nc(C)c3c2C)cc1	0	1.4	-15	3	/	1	1
CCOC(=O)[C@@H](C)N(Cc1ccc(OC)cc1)S(=O)(=O)N(Cc1ccccc1)[C@H](C(=O)OC)C(C)C	9	-1.0	4	/	6	4	-3
C[C@H](CO)N1C[C@H](C)[C@H](CN(C)Cc2ccc(C(=O)O)cc2)OCCCC[C@H](C)Oc2ccc(NS(C)(=O)=O)cc2C1=O	-12	0.5	-2	-3	12[16.7 µM]	1	1
CC(C)(O)c1[nH]c2ccc(C#N)cc2c1C(C)(C)O	10	2.1	2	/	/	-2	3
Cc1cc(=O)oc2cc3oc(=O)cc(C)c3cc12	9	-2.2	6	-3	-2	4	0
CCCCCCCC(=O)NNC(=O)Cc1ccccc1	-2	-1.4	0	-5	-2	0	1
COCCNC(=O)C[C@@H]1CC[C@H]2[C@@H](COC[C@H](O)CN2C(=O)c2cc(Cl)cc(Cl)c2)O1	-3	-1.4	-2	0	8[16.7 µM]	13	0
C/C(N)=C(/C#N)C(=O)CSc1nnc(COc2cc(C)ccc2C)o1	-7	-1.4	-37	-2	-5	1	-3
N#CCCN(C(=O)COC(=O)COc1ccccc1Cc1ccccc1)c1ccccc1	10	1.1	-1	-6	-8	-3	-1
C[C@@H]1CCCCO[C@H](CN(C)S(=O)(=O)c2cccs2)[C@@H](C)CN([C@H](C)CO)C(=O)c2cc(NC(=O)Nc3ccc(F)cc3)ccc2O1	-7	-2.8	-5	7	-3[16.7 µM]	0	4
COc1ccc([C@@H](C)NC(=O)c2ccc3oc(C(C)C)nc3c2)cc1	-3	-1.9	0	0	3	-3	-1
CCOC(=O)c1[nH]c(C)c(C(=O)NCc2ccc(OC)cc2)c1C	1	0.9	9	/	0	-1	/
C[C@@H]1CN([C@H](C)CO)C(=O)c2cccc(NC(=O)CCCCCC(=O)Nc3ccccc3N)c2O[C@@H]1CN(C)C(=O)Nc1ccc(C(F)(F)F)cc1	-2	4.3	6	0	/	-2	0
CCOC(=O)c1ccccc1NS(=O)(=O)c1c(C)nc2sccn2c1=O	8	-3.0	0	3	47	-2	-2
Cc1ccccc1CS(=O)(=O)Cc1ccc(C(=O)NCCc2ccccc2)o1	-1	0.4	-2	-8	/	-3	-2
COc1ccc(-c2coc3cc4oc(=O)c(CC(=O)O)c(C)c4cc23)cc1	-2	0.2	-1	2	0	4	-2
COc1ccc(N2CCN(C(=O)CNC(=O)Cc3ccc(Cl)cc3)CC2)cc1	6	0.8	2	3	52	0	3
Cc1ccc(-c2c[n+](CC(=O)Nc3nc(-c4ccc(F)cc4)cs3)c3n2CCC3)cc1	-10	/	6	-1	1	12	6
O=C1Cc2cc(S(=O)(=O)NCc3ccc(F)cc3)ccc2N1	0	-2.5	0	14	12	1	1
CC(C)[C@@H](C)NC(=O)N(C)C[C@@H]1OCc2ccccc2-c2c(n(C)c3ccccc23)C(=O)N([C@H](C)CO)C[C@@H]1C	-8	-0.1	-2	2	/	-4	2
COc1cccc(CNC(=O)[C@@H]2[C@@H](CO)[C@@H]3Cn4c(ccc(-c5cccnc5)c4=O)[C@H]2N3C(C)=O)c1	-6	0.3	1	-43	1[16.7 µM]	-1	0
O=C(NC(=O)c1ccccc1N1CCCCC1)Nc1ccc(Br)cc1	-2	1.2	-2	-3	/	-1	3
CO[C@H]1CC[C@H]2CCN(C)C(=O)[C@H](C)[C@H](OC)CN(C)C(=O)c3cc(C#N)ccc3OC[C@@H]1O2	0	2.6	0	0	/	-178	-1
CCC(C)[C@H](NC(=O)C1CCN(C(=O)[C@H](Cc2ccccc2)NS(=O)(=O)c2ccc(C)cc2)CC1)C(=O)O (some centres not stated)	0	3.4	5	-3	/	2	1
CC1CCN(c2oc(-c3cccc4ccccc34)nc2C#N)CC1	/	/	-11	/	-5	1	0
SMILES	DENV2 CPE	CFTR F508del cor	ERp5 block	SIRT5 block	miR-122 sensor	Casp6 inh	ERAP1 HTS inh
CS(=O)(=O)c1ccc(Cl)c(NC(=O)COC(=O)COc2ccc3c(c2)CCC3)c1	8	-1.4	-1	-4	/	6	-1
C#CCN(C[C@H]1[C@H](OC(=O)NCCCCCC)[C@H](OC(=O)NCCCCCC)CN(C(=O)OC(C)C)N1C(=O)OC(C)C)S(=O)(=O)c1ccc(C)cc1	-4	2.0	-4	4	/	-5	/
CCCCn1c(N)c(N(CCOC)C(=O)c2ccc(S(=O)(=O)N3CCCCCC3)cc2)c(=O)[nH]c1=O	-7	4.7	0	-15	-10	-1	0
CCOc1cc(C(=O)Nc2cccc(C(C)=O)c2)ccc1OCC(=O)N1CCCCC1	7	2.2	3	-5	/	-3	-2
CC1(C)CC(=O)C2=C(C1)OC(/N=C/N1CCCC1)=C(C#N)C2c1ccccc1 (configuration not stated)	3	-2.7	0	3	/	4	1
COc1ccc(N2CCN(C(=O)CCCn3c(=O)c4cccn4c4cccnc43)CC2)cc1	-1	-1.5	7	-4	3	-1	5
CC(=O)c1cccc(OCC(=O)N(C)CC(=O)NCc2ccco2)c1	8	-1.6	6	3	1	49*	-2
Cc1ccc(S(=O)(=O)N2C[C@]3(O)C[C@@H]4C(=O)N(c5ccccc5)C(=O)[C@@H]4C[C@]3(OC(=O)Nc3c(C)noc3C)C2)cc1	-5	-6.1	1	-2	-4	5	1
CC(C)=N/N=c1\scc(C)n1Cc1ccco1	-1	1.8	-2	-7	-3	-4	1
CO[C@@H]1CN(C)C(=O)c2cc(NC(=O)CC(F)(F)F)ccc2OC[C@@H](C)N(C(=O)c2ccccc2F)C[C@@H]1C	16	0.4	-4	0	/	0	0
Cc1ccc(-n2c(SCC(=O)Nc3ncc(Cl)cc3Cl)nc3ccccc32)cc1	/	/	5	0	2	-2	9
C/C(=N\NC(=O)c1c(-c2ccccc2Cl)noc1C)c1cccc(NC(=O)C(C)C)c1	?	/	-1	2	-3	-1	6
CC1CCN(C(=O)CCc2nnc3ccc(NCc4ccco4)nn23)CC1	-5	1.1	-2	-5	-6	1	3
CCCNC(=O)c1cc2c(c(-c3cccc(-c4ccc(F)cc4)c3)n1)[C@@H](CCO)N([S@](=O)C(C)(C)C)C2	11	1.6	-3	/	/	1	-4
CCOC(=O)N1CCN(C(=O)c2cn(C)c3ccc(S(=O)(=O)N4CCC(C)CC4)cc3c2=O)CC1	-4	-1.6	-4	4	5	0	4
COCC(=O)N1CC2(C1)CN(Cc1nccs1)[C@@H](CO)c1c2c2ccc(OC)cc2n1C	6	1.8	3	-1	/	-1	0
CCN(CC)CCn1c2c(c(SCC(=O)Nc3ccc(C(C)C)cc3)nc1=O)CCC2	6	-4.1	3	-1	/	-3	1
Cc1ccc(-c2csc(NC(=O)C3CC(=O)N(Cc4ccco4)C3)n2)cc1 (configuration not stated)	-3	0.4	2	-1	-7	1	-1
C[C@H](CO)N1C[C@H](C)[C@H](CN(C)S(=O)(=O)c2ccc(Cl)cc2)Oc2c(NC(=O)Nc3ccc(F)cc3)cccc2C1=O	14	-1.2	1	/	-22[16.7 µM]	5	-1
C[C@@H]1CN([C@@H](C)CO)S(=O)(=O)c2ccc(C#Cc3ccncc3)cc2O[C@@H]1CN(C)CC1CC1	5	-2.3	9	3	-1[16.7 µM]	-2	0
COC(=O)c1ccc(OCCCCN(C)Cc2ccccc2)cc1	16	-0.8	-1	-4	13	-4	-4
OC(c1ccc(F)cc1)c1ncc(-c2ccccc2Cl)[nH]1 (configuration not stated)	3	-2.7	4	1	78	4	-1
Cc1ccc(SCCC(=O)NC(C(C)C)C(C)C)cc1	3	-0.4	0	15*	/	-1	-1
O=C(NC(=S)Nc1cc(Cl)ccc1Cl)c1ccco1	5	4.5	2	-2	-1	-1	-4
Cc1ccc(N2C(=S)SC3CS(=O)(=O)CC32)cc1 (configuration not stated)	7	-0.1	0	-2	/	0	0

Exported with each value named: entries from further up.
> C/C(=N\NC(=O)c1c(-c2ccccc2Cl)noc1C)c1cccc(NC(=O)C(C)C)c1
  DENV2 CPE = ? | CFTR F508del cor = / | ERp5 block = -1 | SIRT5 block = 2 | miR-122 sensor = -3 | Casp6 inh = -1 | ERAP1 HTS inh = 6

> CC1CCN(C(=O)CCc2nnc3ccc(NCc4ccco4)nn23)CC1
  DENV2 CPE = -5 | CFTR F508del cor = 1.1 | ERp5 block = -2 | SIRT5 block = -5 | miR-122 sensor = -6 | Casp6 inh = 1 | ERAP1 HTS inh = 3

> CCCNC(=O)c1cc2c(c(-c3cccc(-c4ccc(F)cc4)c3)n1)[C@@H](CCO)N([S@](=O)C(C)(C)C)C2
  DENV2 CPE = 11 | CFTR F508del cor = 1.6 | ERp5 block = -3 | SIRT5 block = / | miR-122 sensor = / | Casp6 inh = 1 | ERAP1 HTS inh = -4

Next part.
SMILES	DENV2 CPE	CFTR F508del cor	ERp5 block	SIRT5 block	miR-122 sensor	Casp6 inh	ERAP1 HTS inh
C=CS(=O)c1sc(Cl)c(N2CCOCC2)c1[N+](=O)[O-] (configuration not stated)	5	-8.1	5	0	/	4	7
C[C@@H]1CCCCO[C@H](CN(C)S(=O)(=O)c2cccs2)[C@H](C)CN([C@@H](C)CO)C(=O)c2cc(NS(=O)(=O)c3cccs3)ccc2O1	-8	3.0	2	6	-9[16.7 µM]	2	1
Cc1ccc(C(=O)N2CCCC(N3CCN(c4cccc(C(F)(F)F)c4)CC3)C2)s1 (configuration not stated)	-1	-0.5	3	3	/	2	0
C[C@@H]1CN([C@H](C)CO)C(=O)Cc2cc(NS(=O)(=O)c3ccc(Cl)cc3)ccc2O[C@@H]1CN(C)S(=O)(=O)c1ccc(F)cc1	0	1.2	-8	6	-10[16.7 µM]	4	2
Cc1ccc(-c2cc(C(=O)O)n[nH]2)s1	4	-1.6	1	0	/	2	-3
COc1ccc([C@@H]2[C@@H]3C(=O)N(C(C)(C)C)C(=O)[C@@H]3[C@]3(Cc4ccc(Cl)cc4)C(=O)N(c4cccc(F)c4)C(=O)N23)cc1	-10	-1.1	3	-3	-7	-1	3
CCC1CCCCN1C(=S)NC(=O)c1cccc([N+](=O)[O-])c1 (configuration not stated)	-2	-7.4	-4	0	4	0	-2
COc1ccc(/C=C(/NC(=O)c2ccccc2)C(=O)N2CCCCC2)cc1OC	-7	-1.0	6	4	-1	-1	-3
Cc1ccc(-c2nnc(SCC(=O)N(C)C)nc2-c2ccc(C)cc2)cc1	6	0.0	7	-2	5	/	3
COc1ccc(CSCC(=O)Nc2ccccc2)cc1[N+](=O)[O-]	7	0.0	0	-4	-2	0	1
CN(C(=O)CSc1nc(-c2cccs2)nc2ccccc12)C1CCS(=O)(=O)C1 (configuration not stated)	-7	-3.1	-13	/	1	-3	2
CCNC(=O)[C@H]1[C@H](CO)[C@H]2Cn3c(ccc(-c4ccncc4)c3=O)[C@H]2N1Cc1ccccc1	-7	-0.4	2	-2	12[16.7 µM]	2	0
COCCCNC(=O)c1ccc2c(c1)ncn2-c1ccc(C)cc1C	6	-4.1	3	1	-11	-2	-4
C=CC[C@H](CC(=O)NCCO)C(=O)N[C@H](COC(=O)[C@@H](CC=C)CC(=O)OC(C)(C)C)Cc1c[nH]c2ccccc12	-2	4.4	0	3	-3	-2	19
COC(=O)c1ccc(CNC(=O)CCc2c[nH]c3ccccc23)cc1	3	-0.1	-2	2	/	-5	2
C[C@H](CO)N1C[C@H](C)[C@@H](CN(C)S(=O)(=O)c2ccccc2)Oc2cc(Br)ccc2S1(=O)=O	-5	-0.5	0	-6	-3[16.7 µM]	-1	0
CCc1ccc(CN2CCSCC2)cc1	17	0.4	1	-2	1	5	-4
C[C@@H](NC(=O)C[C@@H]1CC[C@H](NC(=O)C2CCC2)[C@@H](CO)O1)c1ccccc1	-1	-2.4	-1	1	/	-2	-2
O=C(C[C@@H]1C[C@H]2c3cc(NS(=O)(=O)c4ccc(F)cc4)ccc3O[C@H]2[C@H](CO)O1)NCCc1ccccc1	0	0.8	6	1	11[16.7 µM]	5	1
CC(C)(C)OC(=O)[C@H](Cc1ccccc1)NC(=O)c1nc[nH]c1C(=O)NCc1ccccc1	/	0.6	17	1	/	8	5
